From PubChem
TDP2 inh – blocks human TDP2 phosphodiesterase activity. AID 720702. O95551. inhibition, % at 12.8 µM. hit rate 0.34% among 370,000. recombinant TDP2, T5PNP hydrolysis, p-nitrophenol absorbance 415 nm;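 active = inhibition above the mean of all tested compounds plus 3 SD, set per campaign, cut at about 25% in these data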;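 note: 0% = DMSO with enzyme and 100% = buffer with substrate but no TDP2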
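Test system: human TDP2 enzyme; Input: 120 nM TDP2 per well; Buffer or medium: Mg2+-containing Tris-HCl buffer, pH 7.5; Reagent: 5 mM T5PNP; Dosing: 12.8 µM single point, 1% DMSO; Incubation: reaction 2 h, 37 °C; Detection: p-Nitrophenol epi absorbance; Read-out: % inhibition relative to enzyme-containing and enzyme-free wells; Replicates: single well per compound.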
ARFGAP1 inhibitor – inhibitors of rat ARFGAP1 | Q62848 | Arfgap1-stimulated ARF1 GTP hydrolysis, GDP FP detection | inhibition, % at 16.5 µM | hit rate 0.26% among 360,000;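 active = inhibition above a per-plate limit, mean inhibition of low control wells plus 3 SD, cut at about 25% in these data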;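 note: 0% = DMSO wells with enzyme and 100% = wells lacking Arfgap1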
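Material – truncated rat Arfgap1 GAP domain · Buffer or medium – HEPES-based buffer, pH 7.5 · Reagent – human ARF1(Δ1-17)-GTP substrate · Dosing – 16.5 µM single point, 1.26% DMSO · Schedule – GTP hydrolysis reaction 2 h at 25 °C · Technique – GDP detection by fluorescence polarization · Benchmarks – No-Arfgap1 wells (100%) versus DMSO full-reaction wells (0%) · Repeats – single replicate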
Tn7 DDE FP – disrupts Tn7 cyclic peptide binding to fibrin D-Dimer-E complex | hit rate 0.13% among 370,000 | AID 720508 | FP displacement of FITC-Tn7 peptide from fibrin DD(E); 0% = median of compound wells per plate | P02675 | inhibition, % at 8.3 µM;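 active = inhibition above the mean of compounds falling within the control limits plus 3 SD of them, cut at about 14% in these data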;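 note: 0% = plate median of compound wells and 100% = 10 µM Aha-Tn7 peptide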
Target sequence (P02675 whole entry, looked up): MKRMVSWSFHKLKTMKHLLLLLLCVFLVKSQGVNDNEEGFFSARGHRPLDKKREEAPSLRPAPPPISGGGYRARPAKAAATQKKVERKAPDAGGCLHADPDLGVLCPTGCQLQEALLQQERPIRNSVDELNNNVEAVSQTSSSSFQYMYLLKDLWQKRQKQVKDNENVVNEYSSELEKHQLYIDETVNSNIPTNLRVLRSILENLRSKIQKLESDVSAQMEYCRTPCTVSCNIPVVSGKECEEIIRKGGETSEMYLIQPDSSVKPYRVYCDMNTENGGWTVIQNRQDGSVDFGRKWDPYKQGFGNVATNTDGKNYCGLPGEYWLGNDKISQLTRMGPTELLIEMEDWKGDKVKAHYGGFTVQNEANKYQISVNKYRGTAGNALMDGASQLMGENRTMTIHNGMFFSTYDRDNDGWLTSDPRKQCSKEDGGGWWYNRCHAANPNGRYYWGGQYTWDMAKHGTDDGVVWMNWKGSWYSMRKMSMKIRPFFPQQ
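Test system: human clot-derived fibrin DD(E) complex / Quantity: 2 µM final DD(E) protein / Incubation: 10 min plus 3 h, room temperature / Measured by: fluorescence polarization / Benchmarks: high control of 10 µM Aha-Tn7 peptide / Replicates: singlicate testing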
ADAM10 inh – ADAM10 inhibition, QFRET primary screen; recombinant ADAM10, EDANS/DABCYL FRET peptide cleavage, 3 h; inhibition, % at 7 µM; hit rate 0.62% among 370,000;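 active = inhibition above a per-campaign cutoff equal to the mean of compounds falling between control-based bounds plus 3 SD, cut at about 20% in these data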;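 note: 0% = DMSO wells while the 100% control is not disclosed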
Target sequence (O14672 214-748 limits assumed): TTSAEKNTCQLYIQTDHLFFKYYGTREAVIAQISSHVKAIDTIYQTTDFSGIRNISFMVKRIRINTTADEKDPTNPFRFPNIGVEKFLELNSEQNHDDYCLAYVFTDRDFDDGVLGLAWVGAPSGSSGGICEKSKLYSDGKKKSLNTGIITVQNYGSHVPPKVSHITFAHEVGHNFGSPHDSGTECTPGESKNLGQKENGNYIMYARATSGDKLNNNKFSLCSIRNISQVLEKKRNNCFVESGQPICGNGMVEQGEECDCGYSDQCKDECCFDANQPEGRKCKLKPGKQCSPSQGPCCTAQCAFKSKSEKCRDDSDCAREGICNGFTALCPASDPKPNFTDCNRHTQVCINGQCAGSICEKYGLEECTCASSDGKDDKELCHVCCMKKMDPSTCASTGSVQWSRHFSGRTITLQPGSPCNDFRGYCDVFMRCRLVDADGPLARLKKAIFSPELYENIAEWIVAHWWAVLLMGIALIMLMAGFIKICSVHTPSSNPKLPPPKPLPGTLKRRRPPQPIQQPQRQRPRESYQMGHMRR
PLC-beta3 inh – inhibitors of human phospholipase C beta3; inhibition, % at 12.2 µM; Purified PLC-beta3, fluorogenic substrate, fluorescence; hit rate 0.18% among 370,000; Q01970; in the data active = inhibition above about 11%;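 note: 0% = median of compound wells on plate and 100% = full blocker control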
PLCg1 inh – blocks human PLC-gamma1 enzyme activity; P19174; purified PLC-gamma1, fluorogenic substrate, fluorescence; inhibition, % at 12.2 µM; hit rate 0.84% among 370,000; in the data active = inhibition above about 9.5%
ASAP1 inh – blocks human ASAP1-stimulated Arf1 GTP hydrolysis. inhibition, % at 16.5 µM. AID 624377. Q9ULH1. hit rate 0.19% among 360,000. GDP FP detection; in the data active = inhibition above about 25%;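 note: 0% = vehicle with enzyme and substrate and 100% = no enzyme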
SIAE primary – inhibitors of human sialic acid acetylesterase SIAE; SIAE FP-Rh probe binding, fluorescence polarization; inhibition, % at 9.66 µM; hit rate 0.69% among 370,000; AID 1053197;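 active = inhibition above a cutoff: mean of compounds within the control limits plus 3 SD of those, cut at about 17% in these data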;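 note: 0% = plate median of compound wells and 100% = probe without SIAE protein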
ADAM17 inh – inhibits human ADAM17; P78536; recombinant ADAM17, EDANS/DABCYL FRET peptide cleavage; inhibition, % at 6.95 µM; hit rate 0.83% among 370,000; AID 720648;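 active = inhibition above the mean of compounds lying between control limits plus 3 SD, set per campaign, cut at about 8.5% in these data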;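 note: 0% = DMSO-only wells as the low control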
DDE Tn6 FP inh – inhibitors of Tn6 peptide binding to human fibrin DD(E). P02675. Fibrin DD(E) TRITC-Tn6 fluorescence polarization displacement. inhibition, % at 8.3 µM. hit rate 0.21% among 370,000. AID 720509;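 active = inhibition above a per-campaign cutoff: mean of compounds within control limits plus 3 SD, cut at about 15% in these data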;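 note: 0% = median of all compound wells on the plate and 100% = blocking peptide control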
Starred values were filed as active, the others as inactive; i = inactive; x = no result given.

molecule,TDP2 inh,ARFGAP1 inhibitor,Tn7 DDE FP,ADAM10 inh,PLC-beta3 inh,PLCg1 inh,ASAP1 inh,SIAE primary,ADAM17 inh,DDE Tn6 FP inh
O=C1O[C@@H](c2ccccc2)C[C@@H](O)[C@H](O)CCCCc2ccccc21,4.6,1.2,3.6,-0.6,-0.5,-3.1,9.9,-8.6,-1.1,7.6
O=[N+]([O-])c1ccc(-c2cn3c(n2)CCC3)cc1,-11.3,14.5,-5.1,-39.1,-11.2,-3.1,-1.4,3.4,-16.0,3.3
O=C(COc1ccc(N2CC(C(=O)O)CC2=O)cc1)Nc1cccc(C(F)(F)F)c1 (stereo not drawn),6.1,2.5,-4.5,2.6,2.3,0.5,17.8,-0.5,0.3,-3.2
COc1ccc(C(=O)NNC(=O)c2ccncc2)cc1[N+](=O)[O-],13.1,-11.7,-1.1,-2.6,-4.3,2.4,-4.8,0.3,-0.3,8.8
Cc1ccc(CSc2nnc(-c3cc(-c4ccc(C)cc4)n[nH]3)n2N)cc1,-1.3,x,-3.7,-8.8,4.6,-0.1,x,1.5,4.7,-6.8
NNC(=O)c1ccc(COc2ccc3c(c2)CCC3)cc1,4.7,0.0,-6.3,10.8,1.1,2.0,8.2,-1.9,0.2,5.3
Cc1c(Cc2ccccc2)c(=O)oc2c(C)c(OC(C)C(=O)NCC3CCC(C(=O)O)CC3)ccc12 (stereo not drawn),3.1,1.9,2.5,-88.7,-1.4,-3.6,3.9,7.2,-23.6,5.5
COc1ccccc1NS(=O)(=O)c1cc(N/C(=N/S(=O)(=O)c2ccccc2)c2ccc(F)cc2)ccc1Cl,-0.2,6.4,3.0,-9.4,-0.6,-0.9,13.4,-91.7,6.5,1.1
Cn1ccnc1C(=O)c1cccc(Br)c1,17.7,7.2,0.4,0.5,1.6,2.7,1.0,-0.4,-1.9,6.3
CCC(=O)N(Cc1ccco1)Cc1cc2cccc(C)c2n2nnnc12,-6.8,7.3,-0.7,2.7,-0.3,1.6,4.6,1.6,1.2,8.2
Cc1cc(C(=O)Nc2cc(S(C)(=O)=O)ccc2Cl)no1,6.2,-10.2,-1.3,-0.6,-4.3,5.2,5.6,16.3,-3.0,-9.9
CC1=NN(c2ccccc2)C(=O)/C1=C/c1cc(C)n(C2CC2)c1C,3.0,-3.2,-0.8,-5.1,5.4,0.3,10.9,3.9,-0.4,7.3
CCN(C(=O)c1ccc(Br)cc1)c1ccccc1,2.1,-4.5,10.2,0.9,-7.0,1.2,3.4,1.2,-4.2,10.7
O=C(Nc1nccs1)C1(C(=O)C2CC2)CC(c2ccccn2)=NO1 (stereo not drawn),8.4,x,3.9,-6.6,-6.3,-7.7,x,-1.7,-2.4,5.0
CS(=O)(=O)N(CC(=O)NCc1ccc(Cl)cc1)C1CCCCC1,-3.5,13.1,-6.4,-3.5,4.3,3.9,1.4,-0.5,-1.0,-2.8
CCOc1ccccc1C(=O)Nc1cccc(-c2nnc(-c3ccccc3)o2)c1,5.8,-1.3,-5.6,-1.9,4.8,-0.5,17.6,-1.8,-2.5,-2.1
COc1cc2c(cc1OC)C(C)N(CCc1ccc(Cl)cc1)CC2 (stereo not drawn),0.1,-5.4,-0.4,-9.2,-14.8,-6.2,11.9,0.2,-6.6,-5.1
CCCC(=O)OC12CCCN(C1)/C(=C/c1ccccc1)C2 (stereo not drawn),-1.0,x,-5.2,-7.9,-5.4,-0.1,x,3.3,0.0,-2.7
COc1ccc(C2C3=C(CCCC3=O)N(CC(=O)O)C3=C2C(=O)CCC3)cc1,4.9,-3.0,6.7,i,-474.9,-385.8,0.8,1.7,-295.4,3.9
COc1cccc(OC)c1C(=O)Nc1ccc(N2CCCCC2)cc1,2.3,-5.7,-0.2,-11.3,-1.3,-1.4,-5.5,9.3,-6.3,2.7
COc1ccc(N2CCN(C(=S)Nc3cc(C)ccc3C)CC2)cc1,-1.3,-0.1,0.4,-8.8,-1.4,2.0,7.5,-3.3,-1.2,0.8
COc1ccc(C(=O)/C=C/c2ccc(O)cc2)cc1,4.7,6.8,6.8,-104.7,-89.3,-72.6,-6.4,-2.2,-20.3,-0.2
CCOC(=O)c1nnc(-c2ccccc2)nc1Oc1ccccc1Cl,3.9,5.5,-3.0,4.7,3.7,5.3,-7.5,8.3,-0.6,-2.1
CCOC(=O)c1c(S(=O)(=O)NCC(=O)N2CCN(c3ccccc3)CC2)c(C)n(C)c1C,-6.7,12.3,-5.7,-0.9,-0.5,-0.4,-7.3,2.5,1.5,0.8
Cc1cc(-c2n[nH]c(=S)n2/N=C/C(Br)=C/c2ccccc2)n[nH]1,-0.9,0.5,-1.1,11.8,1.7,3.0,10.6,-1.9,0.5,0.6
COc1ccc(OC)c(NC(=O)C2CCCN(S(=O)(=O)c3ccc(-n4cnnn4)cc3)C2)c1 (stereo not drawn),-1.3,9.7,2.0,-0.9,-6.0,0.4,-2.8,2.2,-1.4,-2.7
CN1CCN(C(=O)/C(=C/c2ccc([N+](=O)[O-])cc2)NC(=O)c2ccccc2)CC1,-0.9,2.4,-0.8,1.6,-13.8,-7.4,6.0,-5.2,3.2,2.3
CN(C1CCCC1)C1CCN(C(=O)CNC(=O)/C=C/c2ccc(F)cc2)CC1,-4.5,-1.8,-1.9,-1.4,3.4,0.8,12.8,-4.1,3.5,3.2
COC(=O)[C@]1(C)N[C@H](c2ccc(-c3cccc(Cl)c3)cc2)[C@@H]2C(=O)N(C)C(=O)[C@@H]21,0.5,5.3,1.6,-9.8,1.3,-0.3,3.5,3.0,0.8,1.0
COc1ccc(OC)c2sc(N3CCN(C(=O)c4ccc([N+](=O)[O-])s4)CC3)nc12,-3.5,-9.6,2.5,-1.5,-3.2,-2.2,12.8,7.1,-3.8,-2.9

2 entries from above, with each value named.
Molecule: CN(C1CCCC1)C1CCN(C(=O)CNC(=O)/C=C/c2ccc(F)cc2)CC1
  TDP2 inh: -4.5; ARFGAP1 inhibitor: -1.8; Tn7 DDE FP: -1.9; ADAM10 inh: -1.4; PLC-beta3 inh: 3.4; PLCg1 inh: 0.8; ASAP1 inh: 12.8; SIAE primary: -4.1; ADAM17 inh: 3.5; DDE Tn6 FP inh: 3.2

Molecule: COc1ccc(C(=O)/C=C/c2ccc(O)cc2)cc1
  TDP2 inh: 4.7; ARFGAP1 inhibitor: 6.8; Tn7 DDE FP: 6.8; ADAM10 inh: -104.7; PLC-beta3 inh: -89.3; PLCg1 inh: -72.6; ASAP1 inh: -6.4; SIAE primary: -2.2; ADAM17 inh: -20.3; DDE Tn6 FP inh: -0.2

(cont.)
molecule,TDP2 inh,ARFGAP1 inhibitor,Tn7 DDE FP,ADAM10 inh,PLC-beta3 inh,PLCg1 inh,ASAP1 inh,SIAE primary,ADAM17 inh,DDE Tn6 FP inh
O=c1c2cc(NC(=S)NCCN3CCCCCC3)ccc2nc2n1CCCCC2,-6.3,10.5,-12.4,-15.2,-4.0,-2.7,-7.2,0.7,-7.1,-1.8
Cc1ccc(S(=O)(=O)N(C)CC(=O)N2CCCC2)cc1,5.5,4.5,-5.2,1.6,-0.5,-1.8,4.0,6.5,-0.1,-0.7
O=C1C(=O)N(c2ccccc2)C(c2ccccc2)C1c1ccccc1 (stereo not drawn),2.6,-5.6,11.7,-40.9,-283.1,-222.0,4.3,8.0,-13.2,3.5
CCCCCCCOc1ccc(C2CC(=O)N(C)C2=O)cc1 (stereo not drawn),-3.5,15.5,-5.0,1.0,-2.3,-1.8,-3.8,-4.9,1.3,2.7
CCc1ccc(N(CC(=O)NC2CC2)S(=O)(=O)c2ccc(C)cc2)cc1,5.6,11.9,-10.4,0.1,-4.5,-1.3,10.4,6.4,2.8,-3.7
COc1ccc(Cc2nnc(SCC(=O)Nc3ccc(N4CCOCC4)cc3)n2C)cc1,7.0,4.4,-1.4,-0.4,-2.7,1.2,-3.6,4.1,0.0,2.5
CCN(C(=O)COC(=O)CCNS(=O)(=O)c1ccccc1F)c1c(N)n(Cc2ccccc2)c(=O)[nH]c1=O,-2.6,-13.7,2.7,-0.4,1.2,4.1,13.8,3.9,-1.2,-2.2
O=C(CSc1nc(C(F)(F)F)cc(=O)[nH]1)N1CCC(Cc2ccccc2)CC1,10.1,-3.5,3.2,-10.3,-9.6,1.4,2.7,2.2,-4.0,5.1
COc1cc(CN(C(=S)NCC(=O)NC2CC2)C2CCCC2)cc(OC)c1OC,-3.6,-2.5,-10.8,-2.5,3.2,2.1,-13.3,-3.3,-0.7,4.3
O=C(NC(Cc1c[nH]c2ccccc12)C(=O)O)c1ccc(Br)cc1 (stereo not drawn),-1.8,-14.0,-1.3,-17.4,-5.2,-0.7,-10.3,-0.4,1.9,-5.4
CCC(C)n1c(S(=O)(=O)O)nc2ccccc21 (stereo not drawn),12.8,2.1,-0.6,-1.9,0.1,-2.2,5.9,1.2,-4.8,-5.4
CCN(CC)C(=O)c1cccc(NC(=O)c2cc(C3CC3)nc3c2cnn3C(C)C)c1,-14.4,-3.8,1.8,-4.4,-8.1,-5.3,3.0,-1.6,1.8,1.3
Cc1cc(N2CCN(C(=O)c3[nH]c(C(F)(F)F)nc3-c3ccccc3)CC2)c2ccccc2n1,-4.7,-13.4,-3.4,3.5,0.2,0.6,-5.4,-8.0,7.8,-0.6
O=C1C(=O)N(CCCn2ccnc2)C(c2ccc(Cl)cc2)/C1=C(\O)c1ccc2c(c1)OCCO2 (stereo not drawn),-16.7,0.8,1.8,14.2,-15.9,-8.1,7.8,-0.7,2.3,-2.4
C[C@H](CO)N1C[C@H](C)[C@@H](CN(C)Cc2ccncc2)Oc2c(NS(=O)(=O)c3cccs3)cccc2C1=O,-5.3,-15.8,-2.3,-4.0,0.3,-0.6,-2.5,-0.9,-1.9,2.6
